Screens (PubChem)
GASC-1 inh: blocks human GASC-1 demethylase activity; Q9H3R0; GST-JMJD2C(1-420) H3K9me3 demethylation, DELFIA europium; inhibition, % at 2.35 µM; 330,000 compounds, 0.069% hits; AID 2099;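 active means more than half of a compound's replicate wells show inhibition beyond 50%, single wells judged on their own value; inconclusive means some, but no more than half, of replicates pass 50% inhibition; inactive means no replicate passes 50% inhibition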;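 further: signal counts dimethyl H3K9 product captured on neutravidin plate; 0% = median of DMSO wells and 100% = 0.3 times that DMSO median; strong numbers were not always called active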
Target sequence (Q9H3R0 1-420 limits assumed): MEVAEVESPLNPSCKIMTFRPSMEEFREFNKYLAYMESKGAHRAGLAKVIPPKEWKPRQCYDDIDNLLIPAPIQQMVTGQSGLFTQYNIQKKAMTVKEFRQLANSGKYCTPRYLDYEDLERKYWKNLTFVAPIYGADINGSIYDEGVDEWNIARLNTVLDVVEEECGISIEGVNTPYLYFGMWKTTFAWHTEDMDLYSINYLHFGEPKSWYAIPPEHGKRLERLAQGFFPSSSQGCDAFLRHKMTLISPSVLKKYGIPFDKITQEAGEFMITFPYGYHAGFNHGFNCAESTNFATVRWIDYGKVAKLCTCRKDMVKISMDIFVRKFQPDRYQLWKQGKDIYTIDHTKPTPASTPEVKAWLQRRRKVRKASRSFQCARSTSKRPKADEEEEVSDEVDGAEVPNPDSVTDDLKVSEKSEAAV
RPL19A-GFP yeast: alters RPL19A-GFP fluorescence in TOR pathway yeast screen; S. cerevisiae RPL19A-GFP strain, flow cytometry, 3 h; stronger effect = lower value; percent response vs DMSO, % at 10 µM; 330,000 compounds, 0.3% hits; AID 2025;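 active means percent response vs DMSO below 50%; inconclusive means fewer than 70 events counted for the yeast strain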;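 further: median channel GFP fluorescence of the barcoded RPL19A-GFP strain; ratio of sample median GFP to plate DMSO average so 100% = DMSO; lower means less RPL19A-GFP as with rapamycin TOR inhibition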
VLA-4 inh: inhibition in a human VLA-4 binding assay | AID 2557 | VLA-4 expressing cells, ligand binding flow cytometry | inhibition, % (about 7 µM as worked out from the volumes in the protocol) | 330,000 compounds, 0.2% hits | P13612; in the data active means inhibition above about 50%
MEP2-GFP yeast: alters MEP2-GFP fluorescence in TOR pathway yeast screen | AID 2016 | S. cerevisiae MEP2-GFP strain, flow cytometry GFP, 3 h; 100% = DMSO control level | GFP response vs DMSO, % at 10 µM | 330,000 compounds, 0.51% hits;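 active means GFP response versus DMSO above a set limit, roughly screen mean plus 3 SD, cut at about 180% in these data; inconclusive means fewer than 70 cells counted for a yeast strain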;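 further: median GFP fluorescence of the barcode-gated MEP2-GFP cells per well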
GRK2 inh: inhibitors of human GRK2 displacing RNA aptamer; 330,000 compounds, 0.59% hits; AID 488847; bead flow cytometry, FAM-aptamer displacement from GRK2; inhibition of aptamer binding, % at 10 µM;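 active means inhibition of aptamer binding above 40%, roughly 3 SD of noise, on plates passing a quality check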;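 further: median bead fluorescence of bound FAM aptamer so fluorescent compounds give negative values; no value below 0 was filed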
LAP4-GFP MLPCN: yeast TOR pathway LAP4-GFP modulation; 320,000 compounds, 0.34% hits; GFP response vs DMSO, % at 10 µM; S. cerevisiae LAP4-GFP multiplex, flow cytometry GFP, 3 h; median GFP as percent of DMSO wells;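 active means GFP response vs DMSO above a set limit, about the screen mean plus 3 SD, cut at about 150% in these data; inconclusive means under 70 cell events counted for the yeast strain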
CIT2 TOR yeast: yeast TOR pathway CIT2-GFP modulation; S. cerevisiae CIT2-GFP strain, flow cytometry, 3 h; 100 means same as DMSO wells; GFP response vs DMSO, % at 10 µM; 320,000 compounds, 0.065% hits; AID 2029;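 active means GFP response relative to DMSO above a set limit, near the screen mean plus 3 SD, cut at about 150% in these data; inconclusive means Fewer than 70 cells measured for a yeast strain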;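 further: ratio of well median GFP fluorescence to mean of DMSO wells on the plate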
AGP1-GFP MLPCN: modulators of TOR pathway AGP1-GFP in S. cerevisiae; S. cerevisiae AGP1-GFP multiplex flow cytometry, 3 h; GFP as percent of DMSO wells; GFP response vs DMSO, % at 10 µM; 320,000 compounds, 0.02% hits; AID 2066;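 active means GFP response relative to DMSO above a set limit, near screen average plus 3 SD, cut at about 150% in these data; inconclusive means fewer than 70 cells counted for the yeast strain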;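 further: median GFP channel fluorescence of the gated AGP1 strain per well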
Active calls of the source: *; ? = inconclusive; · = no result given.

SMILES	GASC-1 inh	RPL19A-GFP yeast	VLA-4 inh	MEP2-GFP yeast	GRK2 inh	LAP4-GFP MLPCN	CIT2 TOR yeast	AGP1-GFP MLPCN
Cc1cccc(C(=O)NNC(=O)c2ccc(F)cc2)c1	0	104	-15	104	0	100	103	103
CC(C)CC(=O)N1CCN(S(=O)(=O)c2ccc3ccccc3c2)CC1	2	114	1	114	1	113	104	110
CCCCN(C)CCCNC(=O)CN1N=C(c2ccc(Cl)cc2)CCC1=O	-2	102	39	105	1	106	107	93
Cc1nc(S/C(=C\c2ccc(OCc3ccccc3Cl)cc2)C(=O)O)n[nH]1	·	101	10	108	1	111	103	101
O=C(Nc1cccs1)N1CCN(c2ncccn2)CC1	4	106	-9	107	0	97	104	102
CCC(Sc1nc2ccccc2s1)C(=O)Nc1nnc(C)s1 (stereo not drawn)	1	100	12	95	1	108	100	101
COc1ccccc1N(CC(=O)NCc1ccccc1)C(=O)CCC(=O)Nc1ccccn1	-3	107	-13	103	2	105	98	105
COC(=O)c1ccc(S(=O)(=O)N2C3CCC2CC(NC(=O)NC2CCCCC2)C3)cc1 (stereo not drawn)	-1	97	-10	97	1	98	95	95
COc1cccc(/C=N/NC(=O)C(=O)NCc2cccnc2)c1O	-11	103	8	102	0	93	102	104
Cc1ccc(OCC(=O)N/N=C\c2cccn2C)c([N+](=O)[O-])c1	-7	95	21	98	4	103	95	94
Clc1ccc(-c2nnc(NCc3ccccc3)c3ccccc23)cc1	0	104	4	99	4	95	99	102
O=C(CCc1ccccc1)N1CCN(CCO)CC1	-13	102	-1	106	0	93	108	101
CCN(C1CCCCC1)S(=O)(=O)c1cn(C)c(=O)n(C)c1=O	5	90	4	92	0	106	89	90
Cc1ccc(-c2ccc(=O)n(CC(=O)Nc3ccc4c(c3)OCCO4)n2)cc1	2	102	-5	103	0	98	111	105
CC(C)OCCCNC(=O)C(Cc1ccccc1)NS(=O)(=O)c1ccc2c(c1)CCC(=O)N2 (stereo not drawn)	2	107	5	108	4	98	112	110
O=C(NNc1ccccc1[N+](=O)[O-])Nc1ccccc1	-1	106	-4	108	0	102	115	110
CC1(C)Cc2c(sc(NC(=O)c3ccc(S(=O)(=O)N4CCCCCC4)cc3)c2C#N)C(C)(C)N1	-11	97	14	100	5	103	94	99
CS(=O)(=O)N1N=C(c2ccco2)CC1c1ccc(Br)cc1 (stereo not drawn)	12	104	-5	105	6	97	102	99
CCN1C(=O)c2ccccc2S(=O)c2ccc(C(=O)N3CCOCC3)cc21 (stereo not drawn)	6	93	12	93	0	96	90	95
COc1ccc(CNC(=O)C(OC(=O)c2cccs2)C(C)C)cc1 (stereo not drawn)	-3	103	1	100	1	99	103	105

Single records, as listed above. Order of values: GASC-1 inh | RPL19A-GFP yeast | VLA-4 inh | MEP2-GFP yeast | GRK2 inh | LAP4-GFP MLPCN | CIT2 TOR yeast | AGP1-GFP MLPCN
O=C(Nc1cccs1)N1CCN(c2ncccn2)CC1 in the list: 4 | 106 | -9 | 107 | 0 | 97 | 104 | 102
CC1(C)Cc2c(sc(NC(=O)c3ccc(S(=O)(=O)N4CCCCCC4)cc3)c2C#N)C(C)(C)N1 in the list: -11 | 97 | 14 | 100 | 5 | 103 | 94 | 99
CC(C)OCCCNC(=O)C(Cc1ccccc1)NS(=O)(=O)c1ccc2c(c1)CCC(=O)N2 (stereo not drawn) in the list: 2 | 107 | 5 | 108 | 4 | 98 | 112 | 110
Cc1ccc(-c2ccc(=O)n(CC(=O)Nc3ccc4c(c3)OCCO4)n2)cc1 in the list: 2 | 102 | -5 | 103 | 0 | 98 | 111 | 105
CCN1C(=O)c2ccccc2S(=O)c2ccc(C(=O)N3CCOCC3)cc21 (stereo not drawn) in the list: 6 | 93 | 12 | 93 | 0 | 96 | 90 | 95

(cont.)
SMILES	GASC-1 inh	RPL19A-GFP yeast	VLA-4 inh	MEP2-GFP yeast	GRK2 inh	LAP4-GFP MLPCN	CIT2 TOR yeast	AGP1-GFP MLPCN
CCCCCCn1c(N2CCC(C(N)=O)CC2)nc2c1c(=O)[nH]c(=O)n2C	-3	95	4	90	2	·	91	91
O=C(NC(=S)N(Cc1ccccc1)Cc1ccccc1)c1ccccc1F	-5	84	6	90	2	96	81	86
Cc1ccc2nc(C(C)O)[nH]c2c1 (stereo not drawn)	1	94	6	94	0	88	95	96
C=CCNC(=S)N1CCC(Cc2ccccc2)CC1	3	108	-4	103	1	97	94	86
COc1ccc(CCC(=O)Nc2nnc(C(C)(C)C)s2)cc1	8	102	2	115	0	94	108	101
CCOc1ncccc1C(=O)OCC(=O)NCCCc1ccccc1	-2	95	-3	88	0	86	79	81
O=C(O)c1cccc(N/N=C/c2ccc(F)c(F)c2)c1	-11	100	10	105	3	114	99	99
Cc1cc(/C([O-])=C(/C(=S)Nc2ccc(F)cc2)[n+]2ccccc2)c(C)n1Cc1ccccc1Cl	-36	94	-19	88	0	106	94	96
CN(C)CCCNc1ncnc2c1c(-c1ccccc1)cn2-c1ccccc1	15	96	0	82	0	82	90	96
NC1=NC(=O)C2(COC(c3cccnc3)OC2)S1 (stereo not drawn)	-16	96	-1	100	0	96	96	99
O=C(COC(=O)/C=C/c1ccco1)Nc1cc(S(=O)(=O)N2CCOCC2)ccc1Cl	-3	97	1	105	59*	97	97	101
COc1cccc(-c2nnc(-c3ccccc3NC(=O)c3ccc(C(C)(C)C)cc3)o2)c1	·	98	-2	101	0	102	98	94
O=C(O)c1cc(-c2cc3ccccc3o2)nn1-c1ccccc1	-7	99	7	101	0	106	93	91
CCN(Cc1nc(-c2cccc(C)c2)no1)C(=O)c1ccc2c(c1)OCO2	10	102	-2	102	0	107	95	95
CCn1nc(NS(=O)(=O)c2ccccc2[N+](=O)[O-])c2cc3ccc(C)cc3nc21	-3	101	4	103	2	99	97	93
Cc1ccc(S(=O)(=O)N2CCN(C(=O)Cc3ccccc3)CC2)cc1	-11	111	7	114	3	129	107	111
CN(CCC1CCOCC1)C(=O)CC1C(=O)NCCN1C/C=C/c1ccccc1 (stereo not drawn)	1	96	0	99	4	96	96	95
CCO[C@@H]1OC(C(=O)O)=C[C@H](c2coc3ccccc3c2=O)[C@H]1CCCO	4	103	37	106	0	99	101	102
COc1cc(C(=O)OCCN2CCCCC2)ccc1O	-4	108	15	111	2	110	106	102
Cc1cc2nnn(-c3nnc(-c4ccccc4)c4ccccc34)c2cc1C	-4	100	3	101	1	101	99	100
CCOCCn1cnc2sc(C(=O)Nc3nc(C)c(C(=O)OCC)s3)c(C)c2c1=O	·	104	7	105	0	99	102	110
Cc1nn(-c2nc3ccccc3[nH]2)c(N)c1-c1ccccc1	4	94	-3	107	3	117	99	98
O=C1N[C@@H](Cc2ccccc2)COC(=O)[C@H](Cc2ccc(F)cc2)C/C=C\C[C@@H]1CC(=O)N(CCO)Cc1ccccc1	2	101	17	96	0	95	104	103
OCCN(CCCn1c(C(F)(F)F)nc2ccccc21)c1nc(CN2CCCCC2)cs1	2	95	25	86	3	127	83	89
O=C(NC1CCCCC1)N1CCN(S(=O)(=O)c2ccc(F)cc2)CC1	2	100	3	109	0	115	93	111
COc1ccc(C(=O)Nc2ncccc2C)cc1S(=O)(=O)N1CCCc2ccccc21	-1	107	-5	106	1	110	111	113
CCc1ccc(C(=O)NNC(=O)c2ccc3c(=O)n4c(nc3c2)CCC4)cc1	17	110	8	122	4	112	105	100
COc1ccc(CCN2CC(C(=O)N(C)Cc3ccc4nsnc4c3)CCC2=O)cc1 (stereo not drawn)	0	106	-4	112	4	86	112	100
CCN1CCN(S(=O)(=O)c2ccc(Cl)c(C(=O)N(C)CCOc3ccc(Cl)cc3)c2)CC1	5	99	3	98	0	99	114	105
Cc1cc2c(s1)c1cnn(Cc3ccccc3F)c(=O)c1n2C	5	96	11	94	0	89	86	97
O=C(CSc1nc2ccccc2s1)N/N=C/c1ccccc1C(=O)O	-5	96	6	96	1	100	100	101
CCCNC(=O)c1onc(CS(=O)(=O)c2cccc(OC)c2)c1C(=O)NCCC	3	107	-5	102	3	96	101	97
O=C(CCNC(=O)c1ccc(Br)cc1)Nc1ccccc1N1CCOCC1	0	96	0	99	0	103	100	104
O=C(N1CCCCC1)N1CCN(S(=O)(=O)c2ccccc2)CC1	19	101	-1	106	4	99	102	102
CCCCCCN1C=C/C(=C\C=C(C#N)C#N)c2ccccc21	6	93	-105	98	0	89	97	95
O=C(NNC(=O)c1cc([N+](=O)[O-])ccc1Cl)c1cccnc1	6	110	3	102	0	70	103	96
CCCSc1nnc2n(N)c(=O)c3ccccc3n12	-5	105	34	108	2	95	102	106
Cn1c(CCNC(=O)c2ccc(Cl)c(Cl)c2)nnc1SCc1ccc(Cl)c(Cl)c1	4	110	4	110	1	110	111	107
Cn1c(C(=O)NCCc2c[nH]c3ccccc23)cc2sccc21	1	101	-6	94	0	96	96	98
COc1ccc(N=Cc2c(OC)ccc3ccccc23)cc1	3	98	15	100	5	122	94	108

5 compounds from above with just AGP1-GFP MLPCN:
compound	AGP1-GFP MLPCN
CCCCCCN1C=C/C(=C\C=C(C#N)C#N)c2ccccc21	95
COc1ccc(CCN2CC(C(=O)N(C)Cc3ccc4nsnc4c3)CCC2=O)cc1 (stereo not drawn)	100
CCOCCn1cnc2sc(C(=O)Nc3nc(C)c(C(=O)OCC)s3)c(C)c2c1=O	110
Cn1c(CCNC(=O)c2ccc(Cl)c(Cl)c2)nnc1SCc1ccc(Cl)c(Cl)c1	107
COc1ccc(C(=O)Nc2ncccc2C)cc1S(=O)(=O)N1CCCc2ccccc21	113

Next section
SMILES	GASC-1 inh	RPL19A-GFP yeast	VLA-4 inh	MEP2-GFP yeast	GRK2 inh	LAP4-GFP MLPCN	CIT2 TOR yeast	AGP1-GFP MLPCN
C=CCn1c(SCc2cc(C(C)=O)ccc2OCC)nc2ccccc2c1=O	1	102	13	110	0	102	97	100
CCOC(=O)c1sc(NC(=O)CSc2ccccn2)c(C#N)c1C	-12	94	12	103	0	92	102	102
CCn1c(SCC(=O)N=Nc2c(O)[nH]c3ccccc23)nc2ccccc21	34	92	8	94	0	94	91	92
S=C(Nc1ccccc1)c1nc2ccccc2s1	-11	106	-3	98	6	100	104	98
C=CCN(C(=O)c1csnn1)C(C(=O)NC1CCCC1)c1ccc(OC)cc1 (stereo not drawn)	8	96	-2	100	0	94	96	95
O=C(O)c1ccc(N/N=C/c2ccc(-c3ccccc3Cl)o2)cc1	3	?	-8	?	0	?	?	?
Cc1cccc(N2CCN(c3ccc(N4C(=O)CCCC4=O)cc3[N+](=O)[O-])CC2)c1C	7	102	22	103	2	98	98	97

Taken from above.
Result of `CN(C)CCCNc1ncnc2c1c(-c1ccccc1)cn2-c1ccccc1` in LAP4-GFP MLPCN: 82
Result of `O=C(Nc1cccs1)N1CCN(c2ncccn2)CC1` in GRK2 inh: 0
Result of `Cc1nn(-c2nc3ccccc3[nH]2)c(N)c1-c1ccccc1` in VLA-4 inh: -3
Result of `Cn1c(CCNC(=O)c2ccc(Cl)c(Cl)c2)nnc1SCc1ccc(Cl)c(Cl)c1` in RPL19A-GFP yeast: 110
